SMN2 splice enh = qHTS Assay for Enhancers of SMN2 Splice Variant Expression | AID 1458, 2008 | HEK293 SMN2-luciferase splicing reporter, luminescence, 30-36 h | Potency, µM (highest dose often 46.1 µM), for inactives: top-dose activity change, positive = activation, hits mostly activators | actives 2.8% (n = 210,000); note: % of control where 0% means no effect; nearly all actives have a fitted effect of over 55% in size
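qHTS luciferase splicing reporter: luminescence rises when SMN2 exon 7 is included in transfected HEK293 cells. Compound exposure lasted 30-36 h at 37C, with 4.5 mM final sodium butyrate as control, followed by a ONE-Glo read.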
NPSR antagonist = qHTS Assay for Antagonists of the Neuropeptide S Receptor: cAMP Signal Transduction; Q6W5P4; CHO-NPSR cells, cAMP TR-FRET, antagonist mode; Potency, µM (doses to about 38.3 µM), for the others: top-dose activity change, negative = inhibition, hits mostly inhibitors; actives 1% (n = 220,000); AID 1461, 2008; note: % is set by controls: 0 for no effect and ±100 for the full control effect; nearly all actives have a fitted effect of over 50% in size; many of its hits are not listed in these tables
Target sequence (Q6W5P4 whole entry, looked up): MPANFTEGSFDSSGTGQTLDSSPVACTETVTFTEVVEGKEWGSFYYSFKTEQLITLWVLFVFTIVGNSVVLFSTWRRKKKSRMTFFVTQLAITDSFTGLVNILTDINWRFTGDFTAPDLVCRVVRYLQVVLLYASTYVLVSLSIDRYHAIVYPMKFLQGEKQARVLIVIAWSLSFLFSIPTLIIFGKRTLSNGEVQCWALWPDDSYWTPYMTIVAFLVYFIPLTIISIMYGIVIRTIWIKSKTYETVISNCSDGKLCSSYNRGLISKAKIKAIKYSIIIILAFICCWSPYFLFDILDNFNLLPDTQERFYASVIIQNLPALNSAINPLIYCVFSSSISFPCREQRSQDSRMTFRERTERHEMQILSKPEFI
Luc counter = Counterscreen for Luciferase (Kinase-Glo TM) Inhibition; AID 1379, 2008; Luciferin 4-monooxygenase (Photuris pensylvanica), Q27757; actives 0.28% (n = 200,000); Kinase-Glo luciferase, ATP luminescence, 8 min; Potency, µM (titrated, usually from 38.3 µM), inactives show at the top dose activity change, negative = inhibition, actives largely listed as inhibitors; note: % is set by controls: 0 for no effect and ±100 for the full control effect; nearly all actives have a fitted effect of over 60% in size
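Luminescence was the read-out, taken after 8-minute incubation at ambient temperature. Luciferase turned over luciferin with 10 uM ATP in imidazole pH 7.2 buffer containing KCl, MgCl2, Tween 20 and BSA.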
Epigenetic derep = Quantitative High-Throughput Screen for Regulators of Epigenetic Control; murine LDR cells, GFP reporter derepression, 30 h; Potency, µM (highest dose often 53.9 µM), without a hit: at the highest dose GFP activation, hits mostly activators; actives 0.2% (n = 280,000); note: % of control where 0% means no effect; nearly all actives have a fitted effect of over 60% in size
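Derepression of a silenced CMV-GFP reporter in murine LDR cells is scored by enumerating GFP-positive cells with a laser-scanning microplate cytometer after 30 hours of treatment at 37 C.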
RECQ1 helicase = qHTS Assay for Inhibitors of RecQ-Like Dna Helicase 1 (RECQ1); ATP-dependent DNA helicase Q1 (Homo sapiens), P46063; actives 0.54% (n = 240,000); RECQ1 DNA unwinding, red fluorescence kinetic read; Potency, µM (highest dose often 57.3 µM), without a hit: top-dose activity, negative = inhibition, most hits filed as inhibitors;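 note: plate controls were vehicle for no effect and no enzyme for full effect; nearly all actives have a fitted effect of over 30% in size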
Target sequence (P46063 whole entry, looked up): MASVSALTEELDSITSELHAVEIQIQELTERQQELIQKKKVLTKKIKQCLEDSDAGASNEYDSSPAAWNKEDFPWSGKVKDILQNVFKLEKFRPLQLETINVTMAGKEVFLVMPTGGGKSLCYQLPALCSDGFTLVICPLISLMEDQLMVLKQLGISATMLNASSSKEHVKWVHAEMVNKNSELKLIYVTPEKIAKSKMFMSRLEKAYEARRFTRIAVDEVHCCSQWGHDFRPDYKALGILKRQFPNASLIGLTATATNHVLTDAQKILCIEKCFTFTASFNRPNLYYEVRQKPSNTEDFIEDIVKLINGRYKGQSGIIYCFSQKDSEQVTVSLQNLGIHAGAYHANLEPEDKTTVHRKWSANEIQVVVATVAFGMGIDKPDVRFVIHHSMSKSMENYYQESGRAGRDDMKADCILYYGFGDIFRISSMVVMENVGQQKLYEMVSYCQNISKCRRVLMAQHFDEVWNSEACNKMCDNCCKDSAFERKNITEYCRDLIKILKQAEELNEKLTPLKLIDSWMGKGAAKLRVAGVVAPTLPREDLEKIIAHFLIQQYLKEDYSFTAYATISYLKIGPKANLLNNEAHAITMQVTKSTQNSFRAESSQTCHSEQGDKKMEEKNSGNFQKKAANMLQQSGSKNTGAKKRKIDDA
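RECQ1T1 50 nM; forked duplex (20 bp + 30-nt ss tails) 200 nM, ATP 2 mM final; pH 8.0, 2 mM MgCl2, 2.5 ug/ml poly(dI-dC); 15 min compound preincubation; discontinuous kinetic read over 2 h at RT.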
IMPase Li inh = qHTS Assay for Identifying the Cell-Membrane Permeable IMPase Inhibitors: Potentiation with Lithium; CHO-M1 cells, IP1 TR-FRET (IP-One), carbachol + lithium; Potency, µM (doses to about 59.4 µM), without a hit: at the top dose activity, negative = IMPase inhibition, usual class: inhibitors; actives 0.35% (n = 210,000); AID 1457, 2008;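 note: IP1 builds up when IMPase is blocked and the TR-FRET signal falls; plate controls were basal vehicle for no effect and high inhibitor control for full effect; nearly all actives have a fitted effect of over 50% in size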
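Test compounds were applied to CHO-M1 cells previously cultured for 16–30 h at 2000 per well. A small lithium amount accompanied them; after 30 min at 37C, IP1 was quantified by TR-FRET.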
JMJD2E inh = qHTS Assay for Inhibitors of Human Jumonji Domain Containing 2E (JMJD2E); Potency, µM (titrated, usually from 57.1 µM), without a hit: top-dose activity change, negative = inhibition, usual class: inhibitors; JMJD2E catalytic domain, FDH-coupled NADH fluorescence (FDH is formaldehyde dehydrogenase); Lysine-specific demethylase 4E (Homo sapiens), B2RXH2; actives 1.6% (n = 230,000); active = well fitted inhibition curve with a large enough effect, not every such curve was filed as active; inconclusive = small, poorly fitted or top-dose-only effect, or another doubt; inactive = no such curve, though single readings can be large or run the other way;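 note: 0% = wells with enzyme and -100% = buffer wells without enzyme; nearly all actives have a fitted effect of over 50% in size; many of its hits are not listed in these tables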
RGS12 GoLoco inh = qHTS Assay for Inhibitors of RGS12 GoLoco Motif Activity (Red Fluorophore); Potency, µM (top dose mostly 61.6 µM), for the others: top-dose activity, negative = inhibition, actives largely listed as inhibitors; actives 0.44% (n = 230,000); Gai1:RGS12 GoLoco peptide FP, rhodamine, 10 min; Guanine nucleotide-binding protein G(i) subunit alpha-1 (Homo sapiens), P63096; active = well fitted inhibition curve with a large enough effect, not every such curve was filed as active; inactive = no such curve, though single readings can be large or run the other way; note: % is set by controls: 0 for no effect and ±100 for the full control effect; nearly all actives have a fitted effect of over 30% in size; many of its hits are not listed in these tables
An asterisk follows results filed as active; i = inactive; ? = inconclusive; . = no result given; [ ] = dose if it differs, or a comment. Unless noted, calls come from the whole dose curve; as a rule, active = well fitted curve in the direction sought with a large enough effect; inconclusive = small, poorly fitted or top-dose-only effect, or another doubt; inactive = no such curve, though single readings can be large; an effect the other way counts as inactive or inconclusive. Potency is the fitted concentration of half-maximal effect. Some of the compounds tested, so the mix of outcomes need not match the whole.

SMILES	SMN2 splice enh	NPSR antagonist	Luc counter	Epigenetic derep	RECQ1 helicase	IMPase Li inh	JMJD2E inh	RGS12 GoLoco inh
Cc1ccc(S(=O)(=O)N(CC(=O)Nc2ccccc2-c2ccccc2)c2ccc(C)cc2C)cc1	-30%[inhibitor]	-27%	1%	-1.1%	-10%	9%	8%	-8%
COC(=O)Nc1ccc(S(=O)(=O)NCCCCCC(=O)O)cc1	.	-7%	3%	0.9%	-4%	7%	5%	7%
Clc1ccc(-n2nnnc2-c2cnc3ccc(Cl)cc3c2-c2ccccc2)cc1	.	?	.	1.1%	i	.	?	-1%
Cc1ccc(-n2c(-c3cccs3)nc3nc4ccccc4nc32)cc1	-20%	-29%[46.1 µM]	0%	6.6%	-9%	12%	?	4%
O=C(Nc1nc(-c2ccco2)cs1)c1ccccc1	7%	-17%[46.1 µM]	0%	6.7%	-22%	-3%[38.3 µM]	-6%	16%
CC(=O)Nc1ccccc1OCC(=O)c1cc(C)n(Cc2cccs2)c1C	-109%[inhibitor]	0%[46.1 µM]	0%	0.0%	0%	44%[activator][38.3 µM]	2%	39%[activator]
CC1=C(C(=O)OCC2CCCO2)C(c2ccccc2)C2=C(CCCC2=O)N1 (stereo not given)	-13%	-4%	10%	-1.1%	-1%	6%	?	1%
CCOC(=O)C(Cc1ccccc1)C(=O)Nc1cccc(C)c1 (stereo not given)	-4%	-12%	1%	-1.0%	10%	8%	-21%	13%
COc1ccc(C(=O)CC2OC(=O)c3ccccc32)cc1OC (stereo not given)	26%	5%[46.1 µM]	-2%	0.0%	6%	2%	?	-5%
Cc1ccccc1OCC(O)Cn1c(=N)n(Cc2ccccc2)c2ccccc21 (stereo not given)	.	10µM*	.	0.1%	-5%	.	0%	0%
COC(=O)[C@H](C)NC(=O)NC(C)CCc1ccccc1 (stereo not given in full)	8%	-9%[46.1 µM]	-4%	0.8%	-8%	11%[38.3 µM]	7%	-7%
N#C[C@H](Cc1ccc(O)cc1)c1ccc(O)cc1	.	.	0%	1.1%	-2%	15%	1%	5%
O=C(N/N=C/c1cc(Br)c(Br)o1)c1ccc2c(c1)OCCO2	.	54%	.	-1.6%	?	.	?	58%[activator]
Cc1cc(N)n2nc(-c3ccccc3)cc2n1	7.9µM*	19%	13µM*	5.4%	-14%	5%	3%	-2%
CCOC(=O)c1ccc(NC(=O)c2nc[nH]c2C(=O)NCc2ccccc2)cc1	.	-29%	.	-1.5%	22%	.	171%[activator]	4%

10 neighbouring entries already listed, quoted:
SMILES	SMN2 splice enh	NPSR antagonist	Luc counter	Epigenetic derep	RECQ1 helicase	IMPase Li inh	JMJD2E inh	RGS12 GoLoco inh
CC(=O)Nc1ccccc1OCC(=O)c1cc(C)n(Cc2cccs2)c1C	-109%[inhibitor]	0%[46.1 µM]	0%	0.0%	0%	44%[activator][38.3 µM]	2%	39%[activator]
CC1=C(C(=O)OCC2CCCO2)C(c2ccccc2)C2=C(CCCC2=O)N1 (stereo not given)	-13%	-4%	10%	-1.1%	-1%	6%	?	1%
CCOC(=O)C(Cc1ccccc1)C(=O)Nc1cccc(C)c1 (stereo not given)	-4%	-12%	1%	-1.0%	10%	8%	-21%	13%
COc1ccc(C(=O)CC2OC(=O)c3ccccc32)cc1OC (stereo not given)	26%	5%[46.1 µM]	-2%	0.0%	6%	2%	?	-5%
Cc1ccccc1OCC(O)Cn1c(=N)n(Cc2ccccc2)c2ccccc21 (stereo not given)	.	10µM*	.	0.1%	-5%	.	0%	0%
COC(=O)[C@H](C)NC(=O)NC(C)CCc1ccccc1 (stereo not given in full)	8%	-9%[46.1 µM]	-4%	0.8%	-8%	11%[38.3 µM]	7%	-7%
N#C[C@H](Cc1ccc(O)cc1)c1ccc(O)cc1	.	.	0%	1.1%	-2%	15%	1%	5%
O=C(N/N=C/c1cc(Br)c(Br)o1)c1ccc2c(c1)OCCO2	.	54%	.	-1.6%	?	.	?	58%[activator]
Cc1cc(N)n2nc(-c3ccccc3)cc2n1	7.9µM*	19%	13µM*	5.4%	-14%	5%	3%	-2%
CCOC(=O)c1ccc(NC(=O)c2nc[nH]c2C(=O)NCc2ccccc2)cc1	.	-29%	.	-1.5%	22%	.	171%[activator]	4%

(listing goes on)
SMILES	SMN2 splice enh	NPSR antagonist	Luc counter	Epigenetic derep	RECQ1 helicase	IMPase Li inh	JMJD2E inh	RGS12 GoLoco inh
CC(C)(CNC(=O)COc1ccccc1Cc1ccccc1)N1CCOCC1	.	-57%	.	-1.3%	i	10%	8%	8%
O=C(CSc1ccccn1)Nc1ccc(Br)cn1	3%	-15%[46.1 µM]	3%	0.0%	i	28%[38.3 µM]	9%	0%
COc1ccccc1COC(=O)N/C=C/c1ccco1	?	-7%	2%	0.0%	?	13%	-20%	83%[activator]
O=C1c2ccccc2-c2nc3ncnn3c(-c3ccccc3Cl)c21	-2%	-8%[46.1 µM]	2%	0.7%	-4%	15%[38.3 µM]	4%	15%
CC(C)N(Cc1cc2ccccc2[nH]c1=O)C(=O)C1CCCCC1	18%	?	-2%	-1.0%	2%	11%[38.3 µM]	?	5%
O=C(O)CC1SC(=Nc2cccc(O)c2)NC1=O (stereo not given)	12%	-2%[46.1 µM]	-1%	2.4%	-2%	10%[38.3 µM]	-8%	6%
CCCn1c(=O)[nH]c(=O)c2c1nc(-c1ccccc1OC(F)F)n2CCOC	-2%	-25%[46.1 µM]	12%	-2.0%	-7%	6%[38.3 µM]	?	0%
CCOc1ccc2c(C)c(C)c(=O)oc2c1OCC	-15%	-9%[46.1 µM]	-3%	0.0%	-7%	30%[38.3 µM]	?	-3%
O=C1C=CC(O)(c2cc(=O)c3c(O)cc(O)cc3o2)C=C1	-101%	-36%	-3%	?	-16%	7%	0%	3%
O=C(Cn1cc2c(n1)CCCCC2)NCCN1CCOCC1	-7%	10%	3%	0.0%	2%	0%	4%	1%
CN(C)S(=O)(=O)c1ccc(Cl)c(NC(=O)CSc2nc3c(cc2C#N)C(=O)CCC3)c1	-13%	7%	3%	25µM*	-12%	-5%	2%	10%
Cc1nn(C)c(Cl)c1/C=N/OC(=O)c1ccc(F)cc1	9%	18%	-1%	1.1%	i	8%	-3%	13%
COc1ccc(-c2cc(C(=O)OCC(=O)N(C)C)c3ccccc3n2)cc1	?	?	3%	-0.9%	-1%	-12%	?	7%
N#Cc1nc(-c2ccc(OCc3ccccc3)cc2)oc1N1CCOCC1	55%	-24%[46.1 µM]	-7%	2.0%	i	27%[38.3 µM]	?	2%
CCOC(=O)COc1cc2c(C(=O)OCC)c(C)oc2cc1Br	0%	-15%[46.1 µM]	1%	0.2%	-13%	7%[38.3 µM]	0%	3%
O=C1CN(C(=O)COc2cccc(F)c2)c2ccccc2N1	-7%	-3%[46.1 µM]	0%	0.0%	-1%	-3%	-5%	-7%
CC(C)C[C@H](NC(=O)Nc1cccc(Cl)c1)C(=O)O	11%	13%[46.1 µM]	-3%	-0.7%	i	19%[38.3 µM]	1%	0%
COc1ccc(Oc2ccc(NC(=O)c3ccccc3C)cc2)cc1	-14%	-8%	-1%	-1.0%	-6%	18%	-16%	9%
CCC(C)(C(=O)NC1CCCCC1)N(Cc1cccs1)C(=O)c1ccccn1 (stereo not given)	-34%	-14%	-1%	4.8%	-4%	10%	-3%	-7%
O=C(c1coc(=O)c(Br)c1)N1CCOCC1	2%	-1%[46.1 µM]	4%	0.0%	-9%	1%	?	19%
COc1ccc(OC)c(-c2csc(NC(=O)Cn3[nH]c(=O)c4ccccc4c3=O)n2)c1	-26%	-10%	1%	?	28µM*	19%	?	22%
CC(C)COC(=O)NCCCOC(=O)Nc1ccccc1	-27%	-22%[46.1 µM]	-7%	-2.2%	-3%	0%[38.3 µM]	0%	-3%
COc1ccc(NC(=O)c2cc(C(C)C)on2)cc1OC	6%	-3%[46.1 µM]	-2%	-1.1%	-8%	-9%[38.3 µM]	-12%	3%
O=C(COC(=O)C1CC2C=CC1C2)NCc1ccccc1Cl (stereo not given)	15%	-2%	15%	2.3%	-4%	0%	4%	2%
CC(=O)Nc1ccc(NC(=O)C(C)OC(=O)CCc2nc3ccccc3s2)cc1 (stereo not given)	-2%	-5%	4%	3.4%	-5%	17%	0%	2%
C=CCSc1nc(N)c(C(=O)Nc2ccccc2C)cc1C(N)=O	6%	?	0%	-1.0%	-2%	5%[38.3 µM]	-3%	3%
CCOC(=O)c1cc(Sc2ccccc2N)cc(C(=O)OCC)n1	.	15%	.	-0.1%	-3%	.	0%	-1%
Cc1cc(C)n2nc(C(=O)NC(C)(C)C)nc2n1	-1%	7%[46.1 µM]	-3%	-0.9%	i	-7%[38.3 µM]	5%	6%
OCCN1CCN(CC/C=C2\c3ccccc3Sc3ccc(C(F)(F)F)cc32)CC1	0%[20.6 µM]	.	0%[17.1 µM]	1.4%[16.9 µM]	-4%[25.9 µM]	0%	5%[25.5 µM]	-2%[21.6 µM]
CC(C)S(=O)(=O)c1cnc(-c2cccnc2)nc1N	.	1%[7.67 µM]	.	-0.3%	i	.	5%	2%
COc1ccc(S(=O)(=O)N2CCCCC2)cc1NS(=O)(=O)c1cc(Cl)ccc1Cl	-24%	20%	0%	-1.9%	4%	18%	1%	-9%
CC1CCN(Cc2nc(-c3ccc(Cl)cc3)no2)CC1	.	11%	.	-1.7%	-14%	.	4%	0%
COc1ccc(S(=O)(=O)n2nc(OC(C)=O)cc2N)cc1	.	-17%	.	-0.7%	-10%	-12%	2%	1%
CCCCN1C=C(C(=O)OC)C(c2ccccc2C(F)(F)F)C(C(=O)OC)=C1	-5%	-4%[46.1 µM]	-3%	-2.2%	-11%	-15%[38.3 µM]	?	3%

Bioassay records from PubChem.
